ATXN2 expr inh = ATXN2 expression inhibition; HEK-293 ATXN2-luciferase reporter, luminescence, 24 h; Potency, µM (doses to about 57 µM), inactives show at the top dose activity change, negative = inhibition, usual class: inhibitors; hit rate 0.72% among 360,000; further: potency means the concentration at half of the fitted maximal effect; on the % scale 0 is the no-effect control and ±100 the full control effect; nearly all actives have a fitted effect of over 55% in size
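qHTS (up to 57 uM final) was run with 24 h compound exposure of reporter cells at 37 °C. Each well was multiplexed: SteadyGlo luminescence measured ATXN2-luciferase expression after a fluorogenic Gly-Phe-AFC viability readout (25 uM final).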
HT1080 IDH1KD tx = kills HT-1080 cells with IDH1 knockdown. HT-1080 IDH1 knockdown viability, ATP luminescence, 48 h. hit rate 2% among 360,000. Potency, µM (series often up to 46.1 µM), for inactives: at the highest dose activity, negative = toxicity, usual class: cytotoxic. AID 686971;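 further: potency means the concentration at half of the fitted maximal effect; 0% = DMSO wells and -100% = cell-free medium wells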
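HT-1080-IDH1KD cells (IDH1 knocked down), 750/well in RPMI with 5% FBS, treated with compound 48 h at 37 degrees C. Viability by CellTiter-Glo luminescence, normalised to DMSO and no-cell wells; concentration-response curves classed.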
MCF10A rerep = inducers of DNA re-replication in MCF 10A breast cells; hit rate 2.9% among 350,000; Potency, µM (titrated, usually from 46.1 µM), for the others: top-dose activity, positive = re-replication, hits mostly activators; MCF 10A DNA re-replication, Hoechst nuclear intensity, 48 h; AID 624296; further: potency means the concentration at half of the fitted maximal effect; % of control where 0% means no effect; nearly all actives have a fitted effect of over 50% in size
HT1080NT lethal = kills 2HG-producing HT-1080-NT fibrosarcoma cells; Potency, µM (highest dose often 46.1 µM), inactives show top-dose activity, negative = less viability, actives largely listed as cytotoxic; AID 686970; HT-1080-NT fibrosarcoma viability, CellTiter-Glo ATP luminescence, 48 h; hit rate 1.6% among 360,000;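 further: NT is the 2HG producing partner of a matched IDH1 knockdown line; potency means the concentration at half of the fitted maximal effect; 0% = DMSO-treated cells and -100% = media-only wells without cells; nearly all actives have a fitted effect of over 55% in size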
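Viability of the 2HG-overproducing fibrosarcoma line after 48 hours of compound exposure at 37 degrees C was determined by luminescence with CellTiter-Glo, and concentration-effect curves were then fitted and categorized.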
S2 tox = cell viability loss in ATXN counter-screen; S2 cells (HEK-293 line with an ATXN2-luciferase reporter) viability, CellTiter-Fluor protease fluorescence, 24 h; Potency, µM (top dose mostly 56.7 µM), usual class: cytotoxic; hit rate 0.49% among 400,000; AID 651635; further: potency means the concentration at half of the fitted maximal effect; nearly all actives have a fitted effect of over 40% in size
KB-3-1 tox = KB-3-1 parental cell cytotoxicity | Potency, µM (series often up to 46.1 µM), without a hit: at the highest dose activity change, negative = cytotoxic, hits mostly cytotoxic | AID 1347075 | KB-3-1 viability, CellTiter-Glo ATP luminescence, 72 h | hit rate 1.4% among 400,000; further: potency means the concentration at half of the fitted maximal effect; on the % scale 0 is the no-effect control and ±100 the full control effect; nearly all actives have a fitted effect of over 60% in size
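Viability of parental KB-3-1 cells, measured by CellTiter-Glo luminescence, followed a 72 h incubation at 37 °C with pinned compounds in phenol-red-free DMEM containing 10% FBS.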
KB-V1 cytotox = KB-V1 MDR subline cytotoxicity | hit rate 3.4% among 400,000 | Potency, µM (series often up to 46.1 µM), without a hit: at the highest dose activity change, negative = cytotoxicity, most hits filed as cytotoxic | KB-V1 MDR cells viability, CellTiter-Glo, 72 h | AID 1347076; further: potency means the concentration at half of the fitted maximal effect; on the % scale 0 is the no-effect control and ±100 the full control effect; nearly all actives have a fitted effect of over 60% in size
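Luminescent ATP read-out (CellTiter-Glo, 10 min) measures survival of drug-selected KB-V1 MDR cells after 72 h, 37 degrees C compound exposure. Medium: phenol-red-free DMEM, 10% FBS. Values from fitted concentration-response curves.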
IL-1B inflam inh = inflammasome signaling inhibition, IL-1 beta readout; activity change, % at 57.5 µM; THP-1 LPS/ATP IL-1B secretion, AlphaLISA, 16 h; active compounds read low; AID 743279; hit rate 4.7% among 360,000; in the data active means activity change below about -50%; inconclusive means mostly about -30% to -49%; further: on the % scale 0 is the no-effect control and ±100 the full control effect
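THP-1 cells pretreated 1 hr with compounds (up to 57.5 uM final), then stimulated with LPS (250 ng/mL final) plus ATP (1.25 mM final); secreted IL-1B measured by AlphaLISA after 16 hr, decreased signal indicating inhibition.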
SW480 rerep = DNA re-replication induction in SW480 cells | SW480 DNA re-replication, Hoechst DNA content imaging, 48 h | hit rate 1.8% among 340,000 | Potency, µM (series often up to 46.1 µM), for inactives: at the top dose re-replication activation, hits mostly activators; further: potency means the concentration at half of the fitted maximal effect; % of control where 0% means no effect; nearly all actives have a fitted effect of over 55% in size
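Quantitative HTS format with DMSO vehicle controls; 48 hr drug incubation at 37 C, then 40 min Hoechst staining and scanning imager measurement at 405 nm excitation.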
* = called active by the depositor; [ ] = remark or other dose. Unless noted, the call rests on the fitted dose curve; in most records, active means well fitted curve in the direction sought with a large enough effect; inconclusive means small, poorly fitted or top-dose-only effect, or another doubt; inactive means no such curve, though single readings can be large; an effect the other way counts as inactive or inconclusive.

For O=C(CCc1nc2ccccc2[nH]1)Nc1ccccc1F the results were ATXN2 expr inh -15%, HT1080 IDH1KD tx 9%, MCF10A rerep 0%, HT1080NT lethal 17%, S2 tox inconclusive, KB-3-1 tox 0%, KB-V1 cytotox -27%, IL-1B inflam inh -22 and SW480 rerep -16%.
Screening COc1ccc(CNC(=O)C(=O)NCc2cccnc2)cc1 returned ATXN2 expr inh 0%[11.3 µM], HT1080 IDH1KD tx -2%, MCF10A rerep 0%, HT1080NT lethal 25%, S2 tox inconclusive, KB-3-1 tox -1%, KB-V1 cytotox 1%, IL-1B inflam inh 13 and SW480 rerep -1%.
CN(Cc1ccccc1)S(=O)(=O)c1ccc(F)c(C(=O)Nc2cccc(Cl)c2Cl)c1 was read as ATXN2 expr inh 3%, S2 tox inactive, KB-3-1 tox 7% and KB-V1 cytotox inconclusive.
Screening CCc1cccc(NC(=O)CSc2ncc3c(n2)-c2ccccc2N(CC)S3(=O)=O)c1 returned ATXN2 expr inh -24%, S2 tox inactive, KB-3-1 tox -9% and KB-V1 cytotox -3%.
N#C/C(=C/c1cn[nH]c1-c1ccc(Br)cc1)C(=O)O was read as ATXN2 expr inh -12%, HT1080 IDH1KD tx 11%, MCF10A rerep -3%, HT1080NT lethal 15%, S2 tox inactive, KB-3-1 tox 5%, KB-V1 cytotox -1%, IL-1B inflam inh 9 and SW480 rerep -3%.
`Cc1ccc(NC(=O)c2ccccc2NC(=O)c2cccnc2)cc1` gave ATXN2 expr inh -18%, HT1080 IDH1KD tx 1%, MCF10A rerep 17%, HT1080NT lethal 14%, S2 tox inactive, KB-3-1 tox 3%, KB-V1 cytotox inconclusive, IL-1B inflam inh -10 and SW480 rerep -3%.
For Cc1ccc(NC(=O)CSCC(=O)N(C)CC(=O)Nc2cccc(F)c2)cc1 the results were ATXN2 expr inh 1%, HT1080 IDH1KD tx 7%, MCF10A rerep 4%, HT1080NT lethal 6%, S2 tox inactive, KB-3-1 tox 7%, KB-V1 cytotox 21%, IL-1B inflam inh 8 and SW480 rerep -2%.
For CCCOc1ccc(/C=N/NC(=O)CSc2ccccn2)cc1OC the results were ATXN2 expr inh 54%[activator], HT1080 IDH1KD tx -9%, MCF10A rerep 0%, HT1080NT lethal 2%, S2 tox inactive, KB-3-1 tox 12%, KB-V1 cytotox 0%, IL-1B inflam inh 4 and SW480 rerep -9%.
For Cc1cc(C)nc(N(C#N)Cc2ccc(Br)cc2)n1 the results were ATXN2 expr inh -10%, HT1080 IDH1KD tx -4%, MCF10A rerep 17%, HT1080NT lethal 3%, S2 tox inactive, KB-3-1 tox 2%, KB-V1 cytotox inconclusive, IL-1B inflam inh -1 and SW480 rerep 1%.
For CCOC(=O)C1=C(C)N(C)C(=S)NC1c1ccccc1 (stereo not given) the results were ATXN2 expr inh -2%, HT1080 IDH1KD tx 7%, MCF10A rerep 17%, HT1080NT lethal 8%, S2 tox inactive, KB-3-1 tox -12%, KB-V1 cytotox -2%, IL-1B inflam inh 22 and SW480 rerep -2%.
For Cc1ccoc1C(=O)N1CCCC(CO)(Cc2ccc(F)cc2)C1 (stereo not given) the results were ATXN2 expr inh -7%, HT1080 IDH1KD tx -2%, MCF10A rerep -36%[inhibitor], HT1080NT lethal 11%, S2 tox inactive, KB-3-1 tox -6%, KB-V1 cytotox inconclusive, IL-1B inflam inh inactive and SW480 rerep -5%.
`COc1cccc(C(=O)C(C#N)=C(SC)SC)c1` gave HT1080 IDH1KD tx 0%, MCF10A rerep inconclusive, HT1080NT lethal -7%, KB-3-1 tox 1%, KB-V1 cytotox -24%, IL-1B inflam inh -5 and SW480 rerep inconclusive.

Not a retest: 2 of the compounds above.
For O=C(CCc1nc2ccccc2[nH]1)Nc1ccccc1F the results were ATXN2 expr inh -15%, HT1080 IDH1KD tx 9%, MCF10A rerep 0%, HT1080NT lethal 17%, S2 tox inconclusive, KB-3-1 tox 0%, KB-V1 cytotox -27%, IL-1B inflam inh -22 and SW480 rerep -16%.
Screening COc1ccc(CNC(=O)C(=O)NCc2cccnc2)cc1 returned ATXN2 expr inh 0%[11.3 µM], HT1080 IDH1KD tx -2%, MCF10A rerep 0%, HT1080NT lethal 25%, S2 tox inconclusive, KB-3-1 tox -1%, KB-V1 cytotox 1%, IL-1B inflam inh 13 and SW480 rerep -1%.

The list continues.
`CCN(CC)S(=O)(=O)c1ccc(NC(=O)COc2c(OC)cccc2OC)cc1` gave ATXN2 expr inh -10%, HT1080 IDH1KD tx -3%, MCF10A rerep 0%, HT1080NT lethal 1%, S2 tox inconclusive, KB-3-1 tox 8%, KB-V1 cytotox -18%, IL-1B inflam inh -7 and SW480 rerep 1%.
Screening CC1=C(C(=O)N2CCOCC2)CC(CC(=O)NCCc2ccccn2)C(=O)N1CCCN1CCCC1=O (stereo not given) returned ATXN2 expr inh 11%, HT1080 IDH1KD tx 27%, HT1080NT lethal 15%, S2 tox inactive, KB-3-1 tox 16%, KB-V1 cytotox 5% and IL-1B inflam inh 0.
For O=C(C=C1NCCN1)c1ccccc1 the results were ATXN2 expr inh -2%, HT1080 IDH1KD tx 9%, MCF10A rerep -5%, HT1080NT lethal 4%, S2 tox inactive, KB-3-1 tox -1%, KB-V1 cytotox inconclusive, IL-1B inflam inh 3 and SW480 rerep 1%.
For NS(=O)(=O)c1ccc(NC(=S)NC(=O)c2ccc(Br)o2)cc1 the results were ATXN2 expr inh 1%, HT1080 IDH1KD tx -7%, MCF10A rerep 0%, HT1080NT lethal 14%, S2 tox inactive, KB-3-1 tox -1%, KB-V1 cytotox 0%, IL-1B inflam inh 0 and SW480 rerep -2%.
`O=C(CCCCCCN1C(=O)c2ccccc2C1=O)NC1CCCCC1` gave ATXN2 expr inh -4%, HT1080 IDH1KD tx -28%, MCF10A rerep 2%, HT1080NT lethal -15%, S2 tox inactive, KB-3-1 tox 18%, KB-V1 cytotox 3%, IL-1B inflam inh 25 and SW480 rerep -4%.
For O=C(OCc1nc2ccccc2[nH]1)C1CCCCC1 the results were HT1080 IDH1KD tx 3%, MCF10A rerep -4%, HT1080NT lethal 9%, S2 tox inactive, KB-3-1 tox 6%, KB-V1 cytotox 28%, IL-1B inflam inh 0 and SW480 rerep 2%.
For c1cncc(-c2nnc(-c3cccs3)o2)c1 the results were ATXN2 expr inh 30%, HT1080 IDH1KD tx 10%, MCF10A rerep 2%, HT1080NT lethal 24%, S2 tox inactive, KB-3-1 tox 16%, KB-V1 cytotox 4%, IL-1B inflam inh 12 and SW480 rerep -6%.
For CCCCNC(=O)C(=O)NCCCn1ccnc1 the results were ATXN2 expr inh -8%, HT1080 IDH1KD tx 15%, MCF10A rerep 8%, HT1080NT lethal 10%, S2 tox inactive, KB-3-1 tox 0%, KB-V1 cytotox 2%, IL-1B inflam inh 26 and SW480 rerep -6%.
CC(C)C(C)NC(=O)COc1ncnc2sccc12 (stereo not given) was read as ATXN2 expr inh 6%, HT1080 IDH1KD tx 14%, MCF10A rerep -1%, HT1080NT lethal 1%, S2 tox inactive, KB-3-1 tox 2%, KB-V1 cytotox -4%, IL-1B inflam inh 19 and SW480 rerep -8%.
Screening CCOC(Cn1c(SCC(=O)Nc2cc(C)on2)nc2ccccc2c1=O)OCC returned ATXN2 expr inh -2%, HT1080 IDH1KD tx 5%, MCF10A rerep 16%, HT1080NT lethal 3%, S2 tox inactive, KB-3-1 tox 7%, KB-V1 cytotox -1%, IL-1B inflam inh -7 and SW480 rerep 1%.
Screening CC1CN(C)C(C)c2c1oc1ccc([N+](=O)[O-])cc21 (stereo not given) returned ATXN2 expr inh 0%, HT1080 IDH1KD tx -13%, MCF10A rerep inconclusive, HT1080NT lethal -1%, S2 tox inactive, KB-3-1 tox 5%, KB-V1 cytotox -1%, IL-1B inflam inh 0 and SW480 rerep 7%.
Screening Cc1cc(C)cc(SCc2noc(C(=O)NCCCN3CCOCC3)c2C(=O)NCCCN2CCOCC2)c1 returned ATXN2 expr inh -8%, HT1080 IDH1KD tx -14%, MCF10A rerep 2%, HT1080NT lethal -29%, S2 tox inactive, KB-3-1 tox -2%, KB-V1 cytotox 2%, IL-1B inflam inh -20 and SW480 rerep -13%.
`O=[N+]([O-])c1ccccc1CN1CCN(c2ncccn2)CC1` gave ATXN2 expr inh 0%, HT1080 IDH1KD tx 1%, MCF10A rerep 1%, HT1080NT lethal -4%, S2 tox inactive, KB-3-1 tox 15%, KB-V1 cytotox 8%, IL-1B inflam inh 36 and SW480 rerep 5%.
Screening COc1ccc(OC)c(CNC(=O)CCc2nc(-c3cccs3)no2)c1 returned ATXN2 expr inh 4%, HT1080 IDH1KD tx 4%, MCF10A rerep 10%, HT1080NT lethal 0%, S2 tox inactive, KB-3-1 tox -3%, KB-V1 cytotox -11%, IL-1B inflam inh 17 and SW480 rerep 1%.
Screening O=C(N/N=C\c1cc([N+](=O)[O-])ccc1N1CCCC1)c1ccccn1 returned ATXN2 expr inh 11%, HT1080 IDH1KD tx 6%, MCF10A rerep -2%, HT1080NT lethal 3%, S2 tox inactive, KB-3-1 tox -9%, KB-V1 cytotox -6%, IL-1B inflam inh -17 and SW480 rerep 1%.
Screening CC(C)CC(=O)Nc1nc2c(s1)CC(C(C)(C)C)CC2 (stereo not given) returned ATXN2 expr inh 61%[activator], S2 tox inactive, KB-3-1 tox -14% and KB-V1 cytotox -10%.
COc1ccc(NC(=O)c2cc(S(=O)(=O)N(Cc3ccccc3)c3ccccc3)ccc2Cl)cn1 was read as ATXN2 expr inh -11%, HT1080 IDH1KD tx -10%, MCF10A rerep 1%, HT1080NT lethal -16%, S2 tox inconclusive, KB-3-1 tox -3%, KB-V1 cytotox -2%, IL-1B inflam inh -23 and SW480 rerep 1%.

Bioassay records from PubChem BioAssay.
